P. falciparum M17LAP = P. falciparum M17LAP inhibitors, primary screen, biochemical, fluorogenic H-Leu-NHMec substrate, 1536-well (AID 1619). recombinant M17LAP, H-Leu-NHMec fluorogenic kinetic assay; higher % means a stronger effect. one-dose inhibition, % at 30 µM; IC50 in µM for titrated hits. 220,000 tested, 0.38% active;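 active = compound inhibiting the enzyme by more than half at any dose during confirmatory dose-response retesting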;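 note: plate controls were full reaction with DMSO carrier for no effect and no enzyme background for full effect; strong numbers were not always called active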
NOD1 inhibition = inhibition of NOD1-driven NF-kB reporter – cell-based, luminescence, uHTS, primary screen (AID 1578); NOD1-driven NF-kB luciferase reporter cells, luminescence; higher % means a stronger effect; 290,000 tested, 1% active; one-dose inhibition, % at 4 µM; EC50 in µM for titrated hits; in the data active = inhibition mostly above about 36%, no sharp cut-off; inactive = mostly below about 34%;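 note: HEK-293T reporter cells stimulated with the NOD1 agonist gamma-tri-DAP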
NOD2 inhibition = inhibition of NOD2-driven NF-kB reporter – cell-based, luminescence, uHTS, HEK293 (AID 1566) | HEK293 NOD2/NF-kB luciferase reporter, luminescence; higher % means a stronger effect | inhibition, % at 4 µM, or EC50 in µM where a hit was titrated | 290,000 tested, 0.63% active; in the data active = inhibition above about 50%; note: many of its hits are not listed in these tables
Autophagy HCS = autophagy modulation, high-content screen. MEF GFP-LC3 puncta imaging; test concentration mostly 10 µM. calls only at 10 µM (by protocol). 190,000 tested, 0.98% active;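 active = percentage of spot-positive cells more than 3 SD above its plate mean, without a fluorescence outlier flag or 80% toxicity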;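 note: spot-positive cell cutoff set from DMSO-treated cells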
b-catenin transl = modulators of beta-catenin nuclear translocation; HeLa beta-catenin nuclear translocation, immunofluorescence imaging; nuclear translocation activity, % at 5 µM; 190,000 tested, 0.3% active;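 active = nuclear translocation activity above 50% at 5 µM, with a well cell count of 50 or more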;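 note: per-cell ratio of nuclear to cytoplasmic median beta-catenin stain intensity; plate controls were DMSO negative control for no effect and GSK-3 inhibitor IX positive control for full effect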
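Test system: human HeLa cell line; Doses: 5 µM primary, 0.02–20 µM confirmation; Incubation: 24 h compound exposure, 37°C; Detection: beta-catenin immunofluorescence imaging with DAPI; Read-out: beta-catenin nuclear/cytoplasmic ratio, % activation.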
Ins promoter up = MIN6 insulin promoter up-regulation; MIN6 insulin promoter-GFP reporter, high-content imaging; hits give high values; z-score at 5 µM; 190,000 tested, 0.3% active;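 active = z-score above 3 at 5 µM with at least 500 cells counted in the well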
Dynein transport = dynein cargo transport inhibition. 220,000 tested, 0.47% active. z-score, hits read low. 3617.4 mouse cells, GR-EGFP nuclear translocation imaging; test concentration mostly 20 µM; stimulated with dexamethasone, 1 µM; hits give low values;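 active = plate z-score of nuclear minus cytoplasmic receptor signal below a set negative limit, without overly bright fluorescence or cell loss, cut at about -3.5 in these data, passing the limit was not always enough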;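 note: z-score of nuclear minus cytoplasmic ring GR-EGFP intensity difference per well; some compounds called inactive have numbers as strong as hits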
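Buffer or medium: tetracycline-free induction medium containing charcoal-stripped FBS / Reagent: dexamethasone agonist, 1.0 µM final, for 30 min / Technique: automated 10x imaging of fixed Hoechst-stained cells / Times: induction 48 h, compound 1 h, agonist 30 min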
MT stabilizer = microtubule stabilization, imaging screen | HeLa tubulin immunostaining HCS, 24 h; share of cells brighter than vehicle mean+2SD | % tubulin-high responders, % at 10 µM | 200,000 tested, 0.83% active | AID 2205;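 active = plate Z-score above 3 for both tubulin-high and condensed-nucleus cell shares, with cell loss under 80%, at 10 µM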;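 note: anti alpha tubulin signal scored within the nucleus-defined area of each cell; some results filed as inactive read as strong as hits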
Yfh1-depleted yeast = mitochondrial function rescue without frataxin homolog – Friedreich's ataxia, plus single-dose screen, dose response (AID 1465); 220,000 tested, 0.074% active; one-dose fold induction at 50 µM; EC50 in µM for titrated hits; S. cerevisiae Yfh1-off respiration, WST-1 reduction, 72 h; higher fold induction means a stronger effect;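 active = fold induction of absorbance versus untreated yeast above a set limit, then at least 30% activation at any dose in follow-up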;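 note: activators that raise dye reduction in frataxin-depleted yeast; strong numbers were not always called active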
Dynein transport cytoplasmic EGFP = second read-out of Dynein transport, no call of its own (marks repeat the call); z-score; measured here: cytoplasmic GR-EGFP intensity; hits give high values
Dynein transport nuclear GR-EGFP = also measured in Dynein transport; calls as there; z-score; measured here: nuclear GR-EGFP intensity;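 lower value marks the stronger effect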
Dynein transport cell count = further read-out of Dynein transport, marked with its call; z-score; measured here: cell count per field
Ins promoter up cell count = also measured in Ins promoter up; calls as there; cell count; measured here: cytotoxicity, nuclei count;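 total cells summed across four imaged fields per well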
b-catenin transl cell count 5 µM = second read-out of b-catenin transl, no call of its own (marks repeat the call); cell count; measured here: cell count, cytotoxicity flag
MT stabilizer Hoechst-high % = second read-out of MT stabilizer, no call of its own (marks repeat the call); % Hoechst-high responders; measured here: nuclear condensation Hoechst responders;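 share of cells brighter than vehicle mean plus two SD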
MT stabilizer cytotoxicity % = further read-out of MT stabilizer, marked with its call; toxicity, %; measured here: cytotoxicity by cell density;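 0% = mean cell density of plate MIN control wells and 100% = no cells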
Autophagy HCS cell loss 18 h = also measured in Autophagy HCS; calls as there; toxicity, %; measured here: cell loss, nuclei count;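 cell loss after 18 h compound exposure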
* = called active by the depositor; i = inactive; / = no result given.

SMILES	P. falciparum M17LAP	NOD1 inhibition	NOD2 inhibition	Autophagy HCS	Autophagy HCS cell loss 18 h	b-catenin transl	b-catenin transl cell count 5 µM	Ins promoter up	Ins promoter up cell count	Dynein transport	Dynein transport cytoplasmic EGFP	Dynein transport nuclear GR-EGFP	Dynein transport cell count	MT stabilizer	MT stabilizer Hoechst-high %	MT stabilizer cytotoxicity %	Yfh1-depleted yeast
C/C(CC(=O)Nc1cc(C)ccn1)=N\NC(=O)C(=O)Nc1cccc(C)c1	18%	-24%	-12%	i	-3	/	/	-0.11	1238	0.8	-0.29	-0.018	-0.39	3.5	4.6	4.8	i
CCCCCC(=O)N(O)C1CC(=O)N(c2ccccc2)C1=O (stereo not given)	16%	25%	-8%	i	-3	-4.5	1036	-0.78	1331	3.2	0.088	2.4	-2.8	5.6	4.0	5.2	i
COC(=O)c1ccc(N2CCN(S(=O)(=O)c3c(C)cc(C)cc3C)CC2)c([N+](=O)[O-])c1	2%	-7%	12%	i	-6	-3.5	1108	-0.76	1594	/	/	/	/	1.5	2.0	13	/
CCCc1cc(-n2cnc3ccccc32)n2c(nc3ccccc32)c1C#N	3%	-15%	7%	i	-16	-0.4	1223	0.18	955	-0.88	0.48	-0.28	0.67	1.0	1.1	8.2	i
O=C(COc1ccccc1[N+](=O)[O-])N/N=C/c1ccncc1	2%	-1%	6%	i	9	/	/	0.4	1234	0.98	-0.23	0.19	0.42	2.2	1.8	4.2	i
BrC(=C\c1ccccc1)/C=N/N1CCN(c2ccccn2)CC1	24%	-5%	-33%	i	-31	-0.3	1048	-0.25	1752	-0.23	-0.23	-0.29	1.1	3.5	1.8	2.8	i
Cc1ccc(S(=O)(=O)N2CCCCC2)cc1NC(=O)COC(=O)c1ccc2c(c1)OCO2	5%	-24%	5%	i	-49	0.0	955	/	/	-0.33	-0.29	0.56	0.53	2.0	1.5	8.0	i
CCCn1nc(C(=O)NC2CCCc3ccccc32)c2ccccc2c1=O (stereo not given)	6%	13%	18%	i	2	-0.1	1046	-0.16	1368	0.0089	-0.26	-0.12	0.13	3.0	2.1	7.7	i
CCc1ccc(N2CC(O)=C(c3nc4ccccc4c(=O)[nH]3)C2=N)cc1	10%	-1%	10%	i	-13	-0.8	1525	-0.16	1388	0.58	-0.36	-0.26	0.49	2.9	1.0	7.8	i
COc1cccc(CNC(=O)C(=O)NCC(c2ccco2)N2CCOCC2)c1 (stereo not given)	-8%	11%	0%	i	6	-2.6	1068	0.08	1546	-0.4	0.029	-0.32	0.82	1.9	3.1	11	i
COc1cc(C(=O)Oc2cc(C)[nH]c(=O)c2[N+](=O)[O-])cc(OC)c1OC	-6%	-25%	-6%	i	7	-0.9	521	-0.02	1027	-0.44	-0.19	0.57	0.051	2.6	2.8	7.3	/
C#CCOCCOCCOCCNc1nc(N2CCN(C(=O)[C@H]([C@@H](C)O)n3cc(CCCCN)nn3)CC2)nc(N2CCN(C(=O)[C@H](C)n3cc(CCCN=C(N)N)nn3)CC2)n1	5%	-20%	12%	i	17	/	/	1.1	1234	-0.35	-0.29	0.31	0.47	4.0	2.5	6.2	i
CCOc1ncccc1C(=O)N1CCN(C(=O)c2ccccc2)CC1	-9%	-22%	9%	i	-13	0.1	1135	0.05	1167	-0.2	-0.21	-0.19	0.36	2.6	2.9	0.8	i
COc1ccc(C(=O)NNC(=O)CNC(=O)C2CCCCC2)cc1	-11%	-10%	16%	i	2	-2.5	852	0.69	1408	0.64	-0.21	0.24	-0.3	2.0	3.0	6.8	i
O=S(=O)([N-]c1nc2ccccc2nc1-[n+]1ccccc1)c1ccc(F)cc1	-1%	-24%	2%	i	4	-1.2	1101	0.17	1301	-0.98	-0.25	-0.18	0.81	4.2	2.1	8.3	i
Cc1onc(-c2cccc(Cl)c2Cl)c1C(=O)O/N=C(\N)c1ccc([N+](=O)[O-])o1	1%	4%	24%	/	/	-1.4	1212	-0.1	1147	-0.94	-0.22	-0.49	0.69	/	/	/	i
COC(c1ccccc1)c1nnc(CCC(=O)N2CCN(CCOc3ccccc3)CC2)o1 (stereo not given)	-1%	-31%	3%	i	-9	0.2	1485	/	/	0.31	-0.082	0.052	-1.1	1.2	2.2	7.1	i
Nc1c(C(=O)NCc2ccco2)nnn1CC(=O)Nc1ccccc1	11%	12%	-14%	i	2	/	/	1.1	905	-0.29	-0.27	-0.16	0.12	0.8	0.9	2.8	i
Cc1ncc([N+](=O)[O-])n1CC(=O)Nc1ccccc1	20%	3%	-13%	i	-9	0.0	1009	-0.37	1595	0.073	-0.24	0.0068	0.99	2.7	3.1	10	i
C=CCn1c(Sc2ncc([N+](=O)[O-])s2)n[nH]c1=O	9%	30%*	-83%	/	/	0.9	1048	-0.25	1336	-5.7*	1.6*	-2.7*	1.2*	/	/	/	i
CC(=O)c1c(C(=O)O)[nH]c(C(=O)O)c1C	0%	-14%	15%	i	14	-3.6	1143	-0.02	1286	1.2	-0.35	0.98	0.03	3.0	2.9	7.0	i
O=C(NC1CCCCCC1)C1c2ccccc2C(=O)N1Cc1cccnc1 (stereo not given)	9%	-10%	-9%	i	0	-0.2	1247	0.38	1322	1.5	-0.078	0.92	0.041	3.5	1.1	1.0	i
COc1ccc(NC(=O)C(c2ccccn2)N(C(C)=O)c2ccc(C)cc2)cc1 (stereo not given)	2%	-16%	6%	i	-2	-4.7	530	0.69	1170	0.94	-0.24	0.54	-0.55	1.7	2.6	7.6	i
CCC(=O)N(Cc1ccc(C)cc1)Cc1cc2cc3c(cc2[nH]c1=O)OCO3	-7%	7%	5%	i	-6	-5.9	1057	/	/	0.11	-0.2	0.39	0.13	1.8	1.4	4.8	i
O=C1/C(=C/c2ccc(O)cc2)CCc2ccc([N+](=O)[O-])cc21	0%	-27%	-31%	i	18	-3.0	597	0.43	1250	-0.11	-0.31	-0.32	0.037	3.3	2.0	9.3	i
CCOC(=O)Cc1csc(NC(=O)C(C)(C)C)n1	-3%	-5%	13%	i	5	/	/	-0.84	1130	-1.2	-0.25	-1.1	0.35	3.1	1.3	0.8	i
N=C1C(c2nc(-c3ccc(Br)cc3)cs2)=C(O)CN1NC(=O)c1ccc([N+](=O)[O-])cc1	-6%	-19%	-19%	i	21	0.4	1485	0.51	1530	0.34	-0.15	0.5	-0.59	2.5	1.0	4.9	i
CCC(c1nnnn1Cc1ccc2c(c1)OCO2)N1CCN(c2ccc(OC)cc2)CC1 (stereo not given)	4%	-14%	-7%	i	-9	-6.3	841	-0.05	838	-0.64	-0.16	-0.14	0.99	2.2	1.7	8.8	i
CCOC(=O)C1(Cc2ccccc2C)CCCN(Cc2ccc(NC(C)=O)cc2)C1 (stereo not given)	1%	-11%	24%	i	-42	-1.8	1170	-1.4	1353	1.3	-0.14	0.82	-1	3.5	2.2	4.8	i
O=C(N/N=C/c1cccn1-c1ccccc1)c1ccncc1	12%	-14%	4%	i	2	-0.2	1150	-0.37	1299	-0.35	-0.36	-0.23	1.1	5.4	1.9	9.3	i
Cc1ccc2nc(/C(C#N)=C\c3ccc(N4CCCCC4)c([N+](=O)[O-])c3)[nH]c2c1	19%	-9%	14%	i	-6	7.1	1194	-1.6	771	-0.56	0.076	-0.056	-0.33	2.1	2.1	5.9	i
COc1cc(OC)c(NC(=O)c2cccc(F)c2)cc1Cl	2%	-32%	21%	i	26	-1.3	1016	0.24	1310	-0.24	-0.26	0.024	0.12	4.8	2.2	11	i
COc1ccc(OCCSc2nnc3c(Cl)cc(Cl)cn23)cc1	19%	-13%	2%	i	27	1.8	1107	0.55	1500	0.35	-0.24	0.32	-0.16	2.6	2.4	0.3	i
CN1CCc2nc(SCCOc3ccccc3)c(C#N)cc2C1	-2%	-30%	12%	i	-12	/	/	0.53	1152	1.5	0.61	0.97	-0.27	3.4	2.4	1.0	i
CCOc1ccc(N/C(SCc2cccc([N+](=O)[O-])c2)=C(/C#N)C(N)=O)cc1	-3%	-30%	2%	i	-22	0.7	1063	-1.1	1300	-1.8	-0.15	-0.6	0.92	/	/	/	i

Single records (already shown). Values in the order: P. falciparum M17LAP | NOD1 inhibition | NOD2 inhibition | Autophagy HCS | Autophagy HCS cell loss 18 h | b-catenin transl | b-catenin transl cell count 5 µM | Ins promoter up | Ins promoter up cell count | Dynein transport | Dynein transport cytoplasmic EGFP | Dynein transport nuclear GR-EGFP | Dynein transport cell count | MT stabilizer | MT stabilizer Hoechst-high % | MT stabilizer cytotoxicity % | Yfh1-depleted yeast
Entry for Cc1ccc2nc(/C(C#N)=C\c3ccc(N4CCCCC4)c([N+](=O)[O-])c3)[nH]c2c1 = 19% | -9% | 14% | i | -6 | 7.1 | 1194 | -1.6 | 771 | -0.56 | 0.076 | -0.056 | -0.33 | 2.1 | 2.1 | 5.9 | i
Entry for O=C(N/N=C/c1cccn1-c1ccccc1)c1ccncc1 = 12% | -14% | 4% | i | 2 | -0.2 | 1150 | -0.37 | 1299 | -0.35 | -0.36 | -0.23 | 1.1 | 5.4 | 1.9 | 9.3 | i
Entry for O=C1/C(=C/c2ccc(O)cc2)CCc2ccc([N+](=O)[O-])cc21 = 0% | -27% | -31% | i | 18 | -3.0 | 597 | 0.43 | 1250 | -0.11 | -0.31 | -0.32 | 0.037 | 3.3 | 2.0 | 9.3 | i
Entry for CCOC(=O)Cc1csc(NC(=O)C(C)(C)C)n1 = -3% | -5% | 13% | i | 5 | / | / | -0.84 | 1130 | -1.2 | -0.25 | -1.1 | 0.35 | 3.1 | 1.3 | 0.8 | i

Assay outcomes (PubChem)

Not all compounds are listed, so the mix of outcomes need not match the whole.
